# Assay outcomes as filed in PubChem.
# p53 reactivator: restores transcriptional activity of mutant p53; H1299 p53-A138V BP100-luciferase reporter, luminescence, 24 h; AID 504706; hit rate 0.063% among 320,000; Potency, µM (titrated, usually from 92.2 µM), without a hit: top-dose activity change, positive = activation, actives largely listed as activators; further: potency means the concentration at half of the fitted maximal effect; % of control where 0% means no effect; nearly all actives have a fitted effect of over 45% in size
#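 p53-null H1299 cells stably carrying temperature-sensitive p53-A138V and a BP100-luciferase reporter were pinned with compounds (4-point, 1:5 series) and held 24 hrs at 37 deg C. Luminescence was read 10 min after detection reagent.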
# Eya2 phos inh: blocks the phosphatase activity of human Eya2; O00167; recombinant Eya2, OMFP fluorescence dephosphorylation (OMFP is methylfluorescein phosphate); Potency, µM (titrated, usually from 76.9 µM), without a hit: at the highest dose activity, negative = inhibition, usual class: inhibitors; hit rate 0.006% among 330,000; AID 488837; further: potency means the concentration at half of the fitted maximal effect; on the % scale 0 is the no-effect control and ±100 the full control effect
#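 Eya2 (0.2 uM) preincubated 10 min at ambient with compound, then OMFP substrate added at 50 uM; 10 min reaction in 50 mM HEPES pH 7.5, 50 mM NaCl, 5 uM MgCl2, 0.05% BSA, 1 mM DTT. Fluorescence read at Ex 485/Em 525 nm.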
# ELG1 genotoxic: inducers of genotoxicity in HEK293T ELG1-luciferase cells. AID 504466. Potency, µM (highest dose often 46 µM), without a hit: at the top dose activity change, positive = activation, hits mostly activators. HEK293T ELG1-luciferase reporter, luminescence, 16 h. hit rate 1.3% among 330,000; further: potency means the concentration at half of the fitted maximal effect; % of control where 0% means no effect; nearly all actives have a fitted effect of over 60% in size
#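 Luminescence read-out: rising ELG1-luciferase signal, reflecting elevated ELG1 protein under genetic stress, flags genotoxic compounds. Cells were treated for 16 hr at 37 °C before ONE-Glo detection.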
# B2AR arrestin: agonists driving beta-arrestin recruitment to human beta2-adrenergic receptor; P07550; beta-arrestin recruitment to beta2AR, cell-based reporter; Potency, µM (series often up to 46.1 µM), for inactives: at the highest dose activation, actives largely listed as activators; hit rate 0.02% among 330,000; AID 492947;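 further: potency means the concentration at half of the fitted maximal effect; 0% = DMSO controls and full agonism = EC100 isoproterenol or metaproterenol; nearly all actives have a fitted effect of over 65% in size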
# TSG101-PTAP inh: blocks PTAP/TSG101 interaction to inhibit HIV-1 budding; Q99816; 340,000 tested, under 10 active; AID 493005; Potency, µM (series often up to 115 µM), inactives show top-dose activity change, negative = inhibition, most hits filed as inhibitors; Fluorescence polarization, FITC-PTAP peptide / Tsg101 binding; active means well fitted inhibition curve with a large enough effect in the main read-out, with a control signal flat, not every such curve was filed as active; inconclusive means small, poorly fitted or top-dose-only effect, or effect the other way, or a change in a side signal; inactive means no such curve, though single readings can be large or run the other way; further: potency means the concentration at half of the fitted maximal effect; % of control where 0% means no effect
# Target sequence (Q99816 whole entry, looked up): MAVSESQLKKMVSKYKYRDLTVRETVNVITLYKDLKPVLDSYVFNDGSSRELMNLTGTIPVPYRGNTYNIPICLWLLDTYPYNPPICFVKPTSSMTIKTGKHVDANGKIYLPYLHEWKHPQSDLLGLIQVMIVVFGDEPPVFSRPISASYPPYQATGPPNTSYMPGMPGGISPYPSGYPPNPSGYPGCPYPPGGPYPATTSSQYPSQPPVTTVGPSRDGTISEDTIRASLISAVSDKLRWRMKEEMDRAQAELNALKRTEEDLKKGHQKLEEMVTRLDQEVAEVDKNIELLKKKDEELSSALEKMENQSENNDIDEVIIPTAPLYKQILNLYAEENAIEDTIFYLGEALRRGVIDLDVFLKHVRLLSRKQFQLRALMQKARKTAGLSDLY
#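 Steps: Tsg101 binding domain dispensed (10 uM final), compounds pinned in DMSO, FITC-labeled PTAP-motif peptide added (50 nM final); after 20 min binding at room temperature, polarization measured.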
# BRCA1 expr up: activators of BRCA1 expression | AID 624202 | MCF7-BRCA1-FFLuc reporter, luminescence, 48 h; response scale: scaled: vehicle 0%, 10 µM genistein 100% | hit rate 1.1% among 380,000 | Potency, µM (highest dose often 46.1 µM), without a hit: at the highest dose activation, most hits filed as activators; further: potency means the concentration at half of the fitted maximal effect; nearly all actives have a fitted effect of over 80% in size; some results filed as inactive show a strong effect at the top dose
#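 Compounds are tested at multiple concentrations on MCF7 BRCA1-luciferase reporter cells seeded at 2000 per well; after 48 h, a single luminescence end-point is taken and curves fitted to the normalized data.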
# TRPV1 ag: activates the human vanilloid receptor TRPV1; TRPV1-expressing cells, Fluo-8 calcium influx, agonist mode; Q8NER1; activation, % at 8.33 µM; hit rate 0.19% among 320,000; in the data active means activation above about 80%; inconclusive means between about 30% and that limit; further: 0% is about no effect
#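 TRPV1-expressing cells were cultured overnight at 35.5C and loaded with Fluo-8 calcium dye for 40 to 90 min at room temperature. After a 10 s baseline, compound was added and calcium influx was read kinetically for 3 min (ex 480/em 520 nm).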
# USP2a inh: inhibitors of human ubiquitin-specific protease USP2a | O75604 | USP2 core, Ub-CHOP2 coupled fluorogenic reporter, 485/531 | Potency, µM (top dose mostly 38.3 µM), inactives show top-dose activity change, negative = inhibition, usual class: inhibitors | hit rate 0.01% among 330,000;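 further: potency means the concentration at half of the fitted maximal effect; plate controls were DMSO wells for no effect and full inhibition by NEM control for full effect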
# Target sequence (O75604 whole entry, looked up): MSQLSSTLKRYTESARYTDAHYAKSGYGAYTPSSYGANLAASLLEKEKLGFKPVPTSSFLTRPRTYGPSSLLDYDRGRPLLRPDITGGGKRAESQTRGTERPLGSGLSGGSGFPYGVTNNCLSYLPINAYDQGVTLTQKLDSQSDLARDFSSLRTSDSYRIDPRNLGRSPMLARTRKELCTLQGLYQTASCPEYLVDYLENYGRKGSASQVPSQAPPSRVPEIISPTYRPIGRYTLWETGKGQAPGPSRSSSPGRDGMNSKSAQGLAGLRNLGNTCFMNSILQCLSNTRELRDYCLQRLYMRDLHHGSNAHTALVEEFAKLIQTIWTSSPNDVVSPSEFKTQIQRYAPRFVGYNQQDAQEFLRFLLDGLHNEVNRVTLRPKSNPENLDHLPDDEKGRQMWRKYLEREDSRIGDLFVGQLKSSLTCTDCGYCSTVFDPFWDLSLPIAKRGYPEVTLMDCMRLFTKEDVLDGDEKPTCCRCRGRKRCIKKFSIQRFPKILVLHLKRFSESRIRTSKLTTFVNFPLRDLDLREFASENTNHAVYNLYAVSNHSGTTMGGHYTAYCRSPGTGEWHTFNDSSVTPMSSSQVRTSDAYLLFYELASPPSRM
#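 Cell-free coupled assay: 10nM USP2 core preincubated 30min RT with compound in Tris-HCl pH 8.0/CaCl2/CHAPS buffer, then 25nM Ub-CHOP2 and 25nM reporter substrate; fluorescence (Ex 485/Em 531) read after 60min RT, normalized to NEM inhibition, concentration-response curves fitted.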
# S-ASM inh: human S-ASM enzyme inhibition | placental ASM, HMU-PC fluorogenic substrate, 60 min | hit rate 0.006% among 340,000 | AID 504937 | Potency, µM (highest dose often 57.5 µM), for inactives: top-dose activity change, negative = inhibition, most hits filed as inhibitors; further: potency means the concentration at half of the fitted maximal effect
#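 Fluorescence read-out (Ex 386 nm, Em 447 nm) after stopping the reaction at pH 10. Enzyme: ASM from human placenta; substrate HMU-PC0, 9 uM final; 60 min, 37 °C. Compound preincubation 10 min, ambient temperature.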
# uPA surface inh: cell surface uPA generation inhibition | cell surface uPA generation assay, qHTS | Potency, µM (titrated, usually from 38.3 µM), without a hit: top-dose activity change, negative = inhibition, most hits filed as inhibitors | hit rate 0.31% among 330,000 | AID 540303; active means well fitted inhibition curve with a large enough effect; inconclusive means small, poorly fitted or top-dose-only effect; inactive means no such curve, though single readings can be large or run the other way; tested in mouse RAW 264.7 cells; further: potency means the concentration at half of the fitted maximal effect; on the % scale 0 is the no-effect control and ±100 the full control effect; nearly all actives have a fitted effect of over 55% in size
# a7 integrin act: activators of alpha7 integrin expression for muscular dystrophy. alpha7betagal myoblasts, beta-gal FDG fluorescence, 48 h. Potency, µM (highest dose often 38.3 µM), inactives show at the top dose activation, usual class: activators. hit rate 0.064% among 350,000. AID 624291;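 further: potency means the concentration at half of the fitted maximal effect; 100% = response of the positive control SU9516; nearly all actives have a fitted effect of over 60% in size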
#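 Alpha7betagal+/- myoblasts (passage 13) were plated 16-24 hr, then exposed to compounds (1:260 dilution of DMSO stock) for 48 hours at 37C. After MPER lysis, β-galactosidase reporter activity was read as FDG fluorescence (ex 480/em 540) after 30 minutes.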
# The depositor's hits bear a star; ? = inconclusive; . = not tested or not shown; & = joins results of further samples; [ ] = dose if it differs, or a comment. Unless noted, the call rests on the fitted dose curve; in most records, active means well fitted curve in the direction sought with a large enough effect; inconclusive means small, poorly fitted or top-dose-only effect, or another doubt; inactive means no such curve, though single readings can be large; an effect the other way counts as inactive or inconclusive.
SMILES,p53 reactivator,Eya2 phos inh,ELG1 genotoxic,B2AR arrestin,TSG101-PTAP inh,BRCA1 expr up,TRPV1 ag,USP2a inh,S-ASM inh,uPA surface inh,a7 integrin act
O=C(COC(=O)c1ccccc1-n1cnnn1)c1ccccc1,17%,-25%,11%,-0.4%,-7%,-4%,2,-1%,-4%,3%,6%
CC(C)CCn1cnc2c1c(=O)[nH]c(=O)n2Cc1ccccc1,-3%,7%,-1%,-0.6%,-3%,5%,1,1%,-2%,-6%,4%
CC(=O)c1ccc(S(=O)(=O)NC2CCSc3ccccc32)cc1 (configuration not stated),-2%,6%,-8%,0.3%,-3%,-18%,1,0%,-1%,-5%,-6%
CCn1nc(C)c(CN2CCc3c([nH]c4ccccc34)C2C(C)(C)C)c1C (configuration not stated),0%,-6%,-5%,-0.2%,-4%,-44%,?,2%,20%,8%,9%
O=C(CN1CCCCCC1)NC(c1ccccc1)c1ccccc1,.,12%,-6%,-0.8%,-6%,-6%,1,1%,-1%,5%,?
Cc1c(Cl)cccc1NC(=O)CN1CCN(CCN=CC2=C(O)CC(c3ccccc3)CC2=O)CC1 (configuration not stated),0%,-13%,15%,-0.7%,0%,-9%,-6,?,-10%,-6%,5%
O=C(c1cccc(Br)c1)N1CCCC1,-4%,-18%,2%,-0.5%,-1%,-25%,-4,1%,-1%,.,-38%
N#Cc1nc(-c2ccc(OCc3ccccc3)cc2)oc1NCCCN1CCOCC1,4%,-12%,-5%,-0.1%,0%,-59%,6,-4%,-23%,1%,0%
Cc1cc(N2C(=O)C=CC2=O)c([N+](=O)[O-])cc1C,-18%,3%,2%,-0.9%,-3%,-33%,-1,3%,-2%,-13%,-69%[inhibitor]
COC(=O)c1ccc(NC(=O)C(=O)N2CCN(C(=S)Nc3cccc(OC)c3)CC2)cc1,-11%,-10%,-3%,-0.2%,-2%,-28%,8,0%,-1%,-10%,-7%
O=C(CN1c2cccc3cccc(c23)S1(=O)=O)N1CCN(c2ccc(F)cc2)CC1,-6%,-1%,-5%,0.5%,-4%,2%,2,1%,18%,3%,-24%
O=C(O)CCN=CC1=C(O)CC(c2ccccc2)CC1=O (configuration not stated),-2%,2%,-23%,-0.1%,-4%,-9%,2,3%,0%,2%,12%
CCOC(=O)c1c(C)oc2c1c(CN1CCN(CCO)CC1)c(O)c1ccccc12,19%,10%,?,0.0%,-1%,?,30,-1%,-8%,-8%,-73%[inhibitor]
Cc1c(N)cc(C(=O)N2CCOCC2)cc1[N+](=O)[O-],-8%,2%,-1%,0.4%,3%,22%,-10,3%,-6%,20%,5%
CCN(CC)CC(C)CNC(=O)CN1C(=O)CSc2ccc(S(=O)(=O)N3CCOCC3)cc21 (configuration not stated),-1%,3%,1%,0.2%,0%,1%,-4,2%,2%,2%,0%
O=C(/C=C/c1ccccc1)Nc1sc2c(c1C(=O)O)CCC2,22%,-9%,-1%,9.3%,-2%,?,0,-1%,5%,-27%,-14%
O=c1[nH]c2ccccc2n2c(=S)[nH]nc12,0%,3%,0%,-0.3%,3%,-2%,0,-1%,-3%,-2%,-2%
Cc1ccc(S(=O)(=O)N2CCN(C(=O)C3CCN(c4ncnc5sc(C)c(C)c45)CC3)CC2)c(C)c1,.,.,.,.,-8%,-23%,.,.,-4%,18%,-9%
CCCCN(C)CCCNC(=O)CCn1nc(-c2ccccc2)ccc1=O,-9%,13%,2%,-0.1%,-3%,-11%,1,1%,5%,0%,-6%
CSc1ccc(-c2nc(CN(C)C3CCOC3)c(C)o2)cc1 (configuration not stated),10%,-8%,16%,-0.6%,-2%,?,2,-2%,6%,0%,-20%
COc1cc(CNCCc2c[nH]c3ccccc23)ccc1OCc1ccc(F)cc1,-12%,-27%,-1%,-0.2%,-1%,-84%,9,-2%,-11%,1%,-48%[inhibitor]
Cc1ccc2c(c1)C(=O)C(=O)N2CC(=O)OC(C)C,13%,14%,-3%,-0.1%,-5%,17%,1,-1%,-2%,-8%,-47%[inhibitor]
COc1ccc(/C=N/NC(=O)c2nc(-c3ccccc3)n(-c3ccccc3)n2)cc1OC,-2%,-4%,0%,-0.9%,-2%,-6%,7,3%,-13%,-1%,13%
O=C(N/N=C/c1ccc([N+](=O)[O-])o1)c1cn(-c2ccccc2)nc1-c1ccc(F)cc1,8%,3%,8%,-0.1%,0%,-4%,0,-3%,-3%,-2%,-13%
CC(=O)c1cccc(OCC(O)CNCCc2ccc(Cl)cc2)c1 (configuration not stated),-5%,-2%,-4%,0.3%,0%,-5%,9,0%,5%,-2%,-11%
# Going on with the list.
SMILES,p53 reactivator,Eya2 phos inh,ELG1 genotoxic,B2AR arrestin,TSG101-PTAP inh,BRCA1 expr up,TRPV1 ag,USP2a inh,S-ASM inh,uPA surface inh,a7 integrin act
CCCOc1cccc(C2C(C(=O)c3ccco3)=C(O)C(=O)N2c2nnc(C)s2)c1 (configuration not stated),4%,-16%,6%,-0.5%,-11%,7%,7,1%,0%,0%,?
Cc1ccc(C(C)C)c(OCCNC(=S)Nc2cccc3ccccc23)c1,-5%,-16%,-8%,-0.6%,-9%,-54%,11,1%,-7%,.,-56%[inhibitor]
CN(C)c1nc(OCC(=O)NC(C)(C)C)nc(N(C)C)n1,2%,12%,-2%,-0.2%,-2%,-1%,-1,-3%,-1%,3%,-9%
CCc1cc2c(cc3c(=O)n(CC(=O)NCCCN4CC(C)CC(C)C4)ncn32)s1 (configuration not stated),1%,-15%,-3%,0.3%,-11%,-6%,0,0%,-1%,-1%,3%
CCOCc1c(C(=O)Nc2ccc(OC)nc2)oc2ccccc12,-1%,-2%,0%,-0.1%,-11%,-14%,90*,1%,4%,1%,32%
COc1ccc(Oc2ncnc3c2oc2ccc(Br)cc23)cc1,4%,-1%,-4%,0.1%,-5%,0%,-3,1%,4%,0%,-4%
COc1cc(OC)cc(C(=O)Nc2ccc(S(=O)(=O)N(C)C)cc2)c1,-11%,-10%,-5%,0.0%,-10%,12%,8,2%,-3%,.,10%
Cc1ccc(S(=O)(=O)N(CC(O)CN2C(=O)NC(C)(C)C2=O)c2cccc([N+](=O)[O-])c2)cc1 (configuration not stated),1%,9%,1%,-1.0%,0%,-6%,-3,-5%,-2%,5%,16%
CCOc1ccc(NC(=S)N2CCC(NC(=O)c3ccccc3)CC2)cc1,0%,-5%,-1%,0.1%,-1%,-30%,-1,1%,-1%,-3%,-11%
CC(C)(C)OC(=O)N1CCN(C(=O)Cn2cc(CCO)nn2)CC1,0%,13%,-1%,0.3%,-6%,21%,-3,3%,1%,-5%,4%
CC(=O)c1ccc(OCCOc2ccc(C#N)cc2)cc1,-3%,5%,0%,-0.1%,-2%,-1%,6,0%,-1%,3%,19%
CCc1cc(CC)c(/C=N/NC(N)=O)c(CC)c1,-7%,4%,-14%,-0.3%,-2%,-23%,-2,11%,0%,10%,-10%
COc1ccc(NC(=O)CN(C)CC(=O)Nc2cccc(F)c2)cc1Cl,-4%,-4%,3%,0.5%,-3%,-28%,?,-4%,-1%,3%,2%
COC(=O)C1=C(C)N(CC2CC2)C(=NCc2cccc(C(F)(F)F)c2)N[C@H]1c1ccccc1,6%,7%&4%,-4%,2.8%&0.0%,0%,-16%,2,7%&-1%,13%,-6%,-19%
CC(Nc1cccc2ccccc12)C(=O)N/N=C/c1ccccn1 (configuration not stated),-5%,-5%,-11%,0.0%,-11%,-45%,?,0%,2%,-7%,-15%
CNc1ncc(C(=O)c2ccc(-c3ccccc3)cc2)s1,?,11%,?,-0.3%,-5%,2.8µM*,3,1%,-5%,?,-23%
CCC(=O)Nc1ccc2c(c1)C(=O)N(C)C2=O,-2%,5%,-7%,0.2%,-3%,14%,-6,-3%,16%,3%,21%
Cc1ccc(N2CC(C(=O)NCCN3CCOCC3)CC2=O)cc1C (configuration not stated),5%,15%,3%,-0.4%,-1%,5%,10,2%,2%,0%,4%
CCN(CC)c1ccc(NC(=O)CCc2nnc3ccc(N4CCCC4)nn23)c(C)c1,.,1%,-1%,-0.2%,-7%,-13%,-4,1%,0%,22%,2%
O=C1N=C2SCCN2/C1=C\c1c(Cl)cccc1Cl,8%,22%,-2%,-0.5%,0%,-5%,-1,-1%,-13%,0%,7%
Cc1ccc(-n2nc(-c3cccs3)cc2C(=O)NCC2CCCO2)c(C)c1 (configuration not stated),-6%,-9%,0%,0.0%,-4%,-37%,-2,1%,-1%,9%,-14%
